Screening results: PubChem, Sanford-Burnham Center for Chemical Genomics
EphA4 KYL inhibition = inhibitors of EphA4 binding to KYL peptide, primary screen, biochemical, colorimetric, mouse EphA4 (AID 689) | inhibition, % at 10 µM; hits with a dose series show IC50 in µM | 62,000 tested, 0.1% active | EphA4-AP binding to KYL peptide, pNPP A405; higher % means a stronger effect; in the data active = a potency from the dose series; inactive = the rest, 99 in 100 with inhibition below about 22%
Active calls of the source: *; & = joins results of further samples.

canonical_smiles,EphA4 KYL inhibition
Nc1nonc1-c1noc(N2CCCCC2)n1,-8%
COc1ccc(C2(O)CCN(Cc3nnnn3Cc3ccc(F)cc3)CC2)cc1,-14%
CC(C)c1cc(C(=O)NCc2cccnc2)no1,-6%
Cc1ccc(-c2nn(-c3ccccc3)cc2/C=N/NC(=O)c2ccc(Br)o2)cc1,-12%
Cc1cc(=O)oc2cc(OCC(=O)c3ccc(F)cc3)ccc12,0%
O=c1c2ccccc2oc2nc(C3CCCCC3)n(Cc3ccco3)c(=O)c12,2%
Cc1cc(=O)[nH]c(-n2[nH]c(C)cc2=O)n1,-7%
O=C1c2sc3nc4n(c(=O)c3c2CCC1Br)CCCCC4 (stereo not given),-4%
CCn1nc(C(=O)Nc2cccc(C(F)(F)F)c2)c(Cl)c1Cl,4%
COc1cc(N)cc(NC(=O)c2ccncc2)c1,-12%
Nc1ccc(-c2nc3c(Cl)cc(N)cc3[nH]2)cc1,-5%
Cc1csc(SCC(=O)Nc2cc(S(=O)(=O)N3CCCC3)ccc2Cl)n1,-7%

canonical_smiles,EphA4 KYL inhibition
CCNc1nc(SC(C)C(=O)OC)nc(N2CCOCC2)n1 (stereo not given),9%
CCOc1ccc(NC(=O)c2ccccc2OCC(=O)c2ccccc2)cc1,-7%
COc1cc(NC(=O)COC(=O)[C@@H]2CCCN2S(=O)(=O)c2ccc(Cl)cc2)cc(OC)c1OC,-10%
COc1ccc(CC(C)N2CCN(c3ccccc3OC)CC2)cc1OC (stereo not given),-5%
Clc1ccc(CSc2nc3ncccc3[nH]2)cc1Cl,-3%
CCOC(=O)C1=C(C)NC(=O)N(C(C)=O)C1c1ccc(Cl)cc1 (stereo not given),-9%
CC(C)NC(=O)c1ccccc1NC(=O)/C=C/c1ccc([N+](=O)[O-])cc1,-5%
CCOC(=O)N1CCN(S(=O)(=O)c2ccc(C(=O)Nc3nc4ccc(F)cc4s3)cc2)CC1,-6%
CC(=O)Nc1ccc(NC(=O)CN(c2cccc(C)c2)S(C)(=O)=O)cc1,-22%
CN1C(=O)NC(c2ccccc2)C2=C1CN(c1ccc3ccccc3c1)C2=O (stereo not given),-16%
COc1ccc(S(=O)(=O)N(CC(=O)Nc2ccccc2C(F)(F)F)Cc2ccccc2)cc1OC,-6%
O=C(c1ccc(Cn2cc(Cl)cn2)o1)N1CCN(Cc2ccc3c(c2)OCO3)CC1,20%

canonical_smiles,EphA4 KYL inhibition
COc1ccc(OCC(O)CNCc2ccco2)cc1 (stereo not given),-5%
CCN1CCN(Cc2cc(=O)oc3ccc(Cl)cc23)CC1,-9%
Cc1ccc(-c2cn(-c3ccccc3)c3[n+]2CCCS3)cc1,10%
COc1cccc(N2CCCn3c2nc2c3c(=O)n(CCN3CCOCC3)c(=O)n2C)c1,-13%
CC(=O)Nc1ccc(S(=O)(=O)N2CCN(CCCOc3ccccc3Cl)CC2)cc1,-9%
COc1ccc(-c2oc(NC(C)=O)c(C#N)c2-c2ccc(OC)cc2)cc1,-14%
CCOC(=O)C1C(=O)CC(O)(c2ccc(Cl)cc2)CC1C=C(Cl)Cl (stereo not given),-4%
CCCNS(=O)(=O)c1ccccc1[N+](=O)[O-],-3%
CCOC(=O)C(NC=O)(NC(C)(C)C)C(=O)OCC,-30%
CCCSc1nnc(-c2ccc(Cl)cc2Cl)o1,-10%
CCc1nnc(NC(=O)Cn2ccc(C(F)(F)F)n2)s1,0%
COc1ccc2c(C=Nc3c(C)n(C)n(-c4ccccc4)c3=O)c(O)n(Cc3ccco3)c(=O)c2c1,-4%&-5%

canonical_smiles,EphA4 KYL inhibition
CCOc1ccccc1NC(=O)CN(c1ccc(C)cc1)S(=O)(=O)c1c(C)n[nH]c1C,-8%
c1ccn2cc(CSc3nnc4ccccn34)nc2c1,-8%
Cc1ccc(C)c(NC(=O)Cn2nnc(C(=O)Nc3c(C)cccc3C)c2N)c1,-10%
COc1ccc(OC)c(/C=N/NC(=O)c2csc3ccccc23)c1,-15%
CCc1ccc(/C=C2\SC(=S)N(CCCC(=O)Nc3ccccn3)C2=O)cc1,-6%
Cc1c(C(=O)N2CCCCC2)sc(NC(=O)C2CC2)c1C#N,-12%
CCOC(=O)C(C)Oc1cccc2c(=O)n(CC(=O)NCc3ccc4c(c3)OCO4)ccc12 (stereo not given),2%
CC1CC(C)CN(C(=O)COc2ccc(-c3nnco3)cc2)C1 (stereo not given),-1%
Cc1cccc(-c2nc(CS(=O)CC(=O)N3CCc4ccccc4C3)c(C)o2)c1 (stereo not given),-3%
Cc1ccc(-c2nnn(CC(=O)N(c3ccccc3F)C(C(=O)NC3CCCC3)c3ccco3)n2)o1 (stereo not given),-44%
CN(C)C(=O)c1cc(Cl)ccc1Sc1cc(Cl)ccc1Cl,-6%
COc1ccc(C2=NOC(C(=O)N3CCOCC3)C2)cc1OC (stereo not given),-6%

canonical_smiles,EphA4 KYL inhibition
COc1ccc(S(=O)(=O)N2Cc3ccccc3CC2C(=O)O)cc1OC (stereo not given),-6%
c1ccc(-n2c(-c3ccco3)nnc2N2CCOCC2)cc1,-4%
CCOc1ccc(NC(=O)C(=O)Nc2cccc(C(F)(F)F)c2)cc1,0%
CC12CC3CC(C)(C1)CC(CNC(=O)COc1ccccc1)(C3)C2,-7%
Cc1cc(C)c(NC(=O)C(C)SCC(=O)Nc2ccc3ccccc3c2)c(C)c1 (stereo not given),7%
CC(O)CNC(=O)C(=O)Nc1ccc(N(C)C)cc1 (stereo not given),-3%
O=C(CN1CCOCC1)Nc1cccc(Cl)c1Cl,-2%
Nc1cccc(-n2nncc2-c2ccc(Cl)cc2)c1,-4%
O=C(NCc1ccccc1Cl)C1CCN(S(=O)(=O)N2CCC3(CC2)OCCO3)CC1,-14%
COc1ccc(OCCNc2cc(Cl)ccc2[N+](=O)[O-])cc1,-1%
COC(=O)CN(c1ccc(C)c(C)c1)S(C)(=O)=O,-4%
O=C(CSc1nnc(-c2cccs2)o1)OCc1ccccc1,4%

compound | EphA4 KYL inhibition
CCc1ccc(OCC(=O)Nc2ccc3ccccc3c2)cc1 | -4%
Cc1nc2c(C(=O)N3CCN(c4ccccn4)CC3)cnn2c(C)c1Cc1cccc(Cl)c1 | 0%
N#Cc1ccc(CSc2nnc(-c3ccncc3)n2CCc2ccccc2)cc1 | 2%
Cc1ccc(S(=O)(=O)N2CCN(C(=O)CN3CCN(C)CC3)C2)cc1 | -17%
Cc1cc(C)c(C)c(/C=C(/C#N)C(N)=S)c1C | 3%
Cc1cc(=O)oc(C)c1C(=O)N1CCCCC1 | 9%
Cc1sc(N/N=C/C=C/c2ccccc2)nc1-c1ccccc1 | -1%
Cc1ccc(Oc2ccc(Oc3ccc(C)cc3)nn2)cc1 | -9%
N#CCSc1nc(N)c(C#N)c(C2CCCCC2)c1C#N | -2%
COc1ccc(CC(=O)ONC(=O)c2ccc(Cl)cc2)cc1OC | 2%

compound | EphA4 KYL inhibition
Clc1ccc(COn2c(-c3ccccc3)nc3ccccc32)cc1 | -7%
O=C(OCC(=O)N1CCN(C(=O)c2ccco2)CC1)c1ccccc1Cc1ccccc1 | 2%
CCOC(=O)Nc1ccc2c(c1)N(C(=O)N1CCOCC1)c1ccccc1CC2 | 1%
c1ccc(-c2nc(Sc3ncnc4c3cnn4-c3ccccc3)n[nH]2)cc1 | -3%
Cc1cc(C)c2c(n1)nn1c(N3CCN(c4ccccc4)CC3)cc(C)nc21 | -12%
COc1ccc(OCCn2c(=N)n(CCO)c3ccccc32)cc1 | 8%
CCOc1cc(C2c3c(oc4cc(C)c(Cl)cc4c3=O)C(=O)N2Cc2ccco2)ccc1O (stereo not given) | -8%
O=C1CCCC/C1=C/Nc1ccc(S(=O)(=O)Nc2ncccn2)cc1 | 3%
Cc1cc(C)c(OCC(=O)Nc2ccccc2N2CCOCC2)c(C)c1 | 0%
CC1(C)CC(=O)c2c(nc(SCC(=O)Nc3nsc(-c4ccccc4)n3)c(C#N)c2-c2ccccc2)C1 | 5%

20 successive compounds out of the list so far:
compound | EphA4 KYL inhibition
CCc1ccc(OCC(=O)Nc2ccc3ccccc3c2)cc1 | -4%
Cc1nc2c(C(=O)N3CCN(c4ccccn4)CC3)cnn2c(C)c1Cc1cccc(Cl)c1 | 0%
N#Cc1ccc(CSc2nnc(-c3ccncc3)n2CCc2ccccc2)cc1 | 2%
Cc1ccc(S(=O)(=O)N2CCN(C(=O)CN3CCN(C)CC3)C2)cc1 | -17%
Cc1cc(C)c(C)c(/C=C(/C#N)C(N)=S)c1C | 3%
Cc1cc(=O)oc(C)c1C(=O)N1CCCCC1 | 9%
Cc1sc(N/N=C/C=C/c2ccccc2)nc1-c1ccccc1 | -1%
Cc1ccc(Oc2ccc(Oc3ccc(C)cc3)nn2)cc1 | -9%
N#CCSc1nc(N)c(C#N)c(C2CCCCC2)c1C#N | -2%
COc1ccc(CC(=O)ONC(=O)c2ccc(Cl)cc2)cc1OC | 2%
Clc1ccc(COn2c(-c3ccccc3)nc3ccccc32)cc1 | -7%
O=C(OCC(=O)N1CCN(C(=O)c2ccco2)CC1)c1ccccc1Cc1ccccc1 | 2%
CCOC(=O)Nc1ccc2c(c1)N(C(=O)N1CCOCC1)c1ccccc1CC2 | 1%
c1ccc(-c2nc(Sc3ncnc4c3cnn4-c3ccccc3)n[nH]2)cc1 | -3%
Cc1cc(C)c2c(n1)nn1c(N3CCN(c4ccccc4)CC3)cc(C)nc21 | -12%
COc1ccc(OCCn2c(=N)n(CCO)c3ccccc32)cc1 | 8%
CCOc1cc(C2c3c(oc4cc(C)c(Cl)cc4c3=O)C(=O)N2Cc2ccco2)ccc1O (stereo not given) | -8%
O=C1CCCC/C1=C/Nc1ccc(S(=O)(=O)Nc2ncccn2)cc1 | 3%
Cc1cc(C)c(OCC(=O)Nc2ccccc2N2CCOCC2)c(C)c1 | 0%
CC1(C)CC(=O)c2c(nc(SCC(=O)Nc3nsc(-c4ccccc4)n3)c(C#N)c2-c2ccccc2)C1 | 5%

(continued)
compound | EphA4 KYL inhibition
CCc1nc(N2CCCC2C(=O)O)c2oc3ccccc3c2n1 (stereo not given) | 14%
COc1cccc(-c2[nH]nc3c2C(c2ccc(C)o2)C(C#N)=C(N)O3)c1 (stereo not given) | -6%
O=C(NCCc1ccccc1)/C(=N\O)c1ccccc1 | -14%
CC(=O)c1cccc(NC(=O)c2ccc(N(Cc3ccc(Cl)cc3)S(C)(=O)=O)cc2)c1 | -6%
CCc1ccc(OCC(=O)Nc2ccc(O)c(-c3nc4cc(C)ccc4o3)c2)cc1 | 6%
CC(=O)c1ccc(NC(=O)c2cnn3ccccc23)cc1 | -11%
O=C(COc1ccc(Cl)cc1Cl)Nc1ccc2nc3n(c(=O)c2c1)CCCC3 | -10%
O=c1c2c(nc3cc(-c4cccs4)[nH]n13)CCS2 | -6%
Clc1ccc2nc(SCc3nnc(-c4ccccc4)o3)[nH]c2c1 | 0%
CCC(C(=O)NC1CCCC1)N(C(=O)Cn1nnc(-c2ccc(C)o2)n1)c1cnc2ccccc2c1 (stereo not given) | 2%

compound | EphA4 KYL inhibition
Cc1ccc(N)c(C(O)(C(F)(F)F)C(F)(F)F)c1 | -2%
COc1cc(CNC2CCCC2)cc(Cl)c1OCc1ccccc1Cl | -8%
O=C(COc1ccccc1)Nc1cc(-c2ccc(F)cc2)[nH]n1 | 3%
Cc1ccc(C(C)(C)C)cc1C(=O)c1ccc([N+](=O)[O-])cc1 | 5%
Cc1ccc(-n2c([O-])nc(-[n+]3ccccc3)c2C=O)cc1 | -2%
Cc1ncc([N+](=O)[O-])n1CC(=O)NCc1ccccc1 | -10%
CCC(NC(=O)OC(C)(C)C)C(=O)Oc1ccc2c3c(c(=O)oc2c1)CCC3 (stereo not given) | -10%
OCC1CCCN(Cc2ccc(-c3ccccc3)cc2)C1 (stereo not given) | 1%
COc1ccc(/C=N\NC(=O)COc2ccccc2Cl)cc1Cn1nc(C)cc1C | -5%
Cc1cc2ccc(C)c(C)c2nc1SCC#N | 8%

compound | EphA4 KYL inhibition
Cc1nc(NC(=O)c2ccco2)sc1C(=O)Nc1ccc(Br)cc1 | -15%
O=[N+]([O-])c1cccc(Cl)c1NCCNS(=O)(=O)c1ccccc1 | -4%
O=C(CN1C(=O)/C(=C/c2cccc(Br)c2)SC1=S)Nc1cccc(C(=O)O)c1 | 10%
CCNC(=O)CN(c1ccc(CC)cc1)S(C)(=O)=O | 5%
CCOC(=O)C(C)Sc1nc(-c2ccccc2)nc2ccc(F)cc12 (stereo not given) | -6%
Cc1cccc(N2C(=O)/C(=C/c3ccc(O)c(Cl)c3)C(=O)NC2=S)c1C | 1%
Cc1c(NS(=O)(=O)N2CCCC2)c(=O)n(-c2ccccc2)n1C | -9%

Only part of the results is shown; count on the stated rates, not on these rows.
